FBPA Giardia inh = blocks Giardia fructose-bisphosphate aldolase activity; A8B2U2; purified Giardia FBPA; Potency, µM (doses to about 59.6 µM), inactives show at the highest dose activity, negative = inhibition, actives largely listed as inhibitors; 0.71% of 290,000 active; AID 2451; further: potency means the concentration at half of the fitted maximal effect; on the % scale 0 is the no-effect control and ±100 the full control effect; nearly all actives have a fitted effect of over 55% in size
Target sequence (A8B2U2 whole entry, looked up): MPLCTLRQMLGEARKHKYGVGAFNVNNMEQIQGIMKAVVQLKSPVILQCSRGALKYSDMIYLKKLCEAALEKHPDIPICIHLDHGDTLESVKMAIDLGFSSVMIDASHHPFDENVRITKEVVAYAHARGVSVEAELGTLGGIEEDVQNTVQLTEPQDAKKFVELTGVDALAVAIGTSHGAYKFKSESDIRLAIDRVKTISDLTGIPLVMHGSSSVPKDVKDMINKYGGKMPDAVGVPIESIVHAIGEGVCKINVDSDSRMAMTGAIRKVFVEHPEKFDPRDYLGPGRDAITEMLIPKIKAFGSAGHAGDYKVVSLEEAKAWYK
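Giardia FBPA (40 nM reagent) was preincubated 10 min at RT with compound (up to 57.5 uM final), then substrate plus GAPDH/TPI/NAD/arsenate coupling system with diaphorase/resazurin was added; resorufin fluorescence (525/598 nm) was read after 20 min.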
Cycloheximide cs = counter-screen hit for Shiga toxin inhibitors, cycloheximide | 12% of 300,000 active | cell reporter, cycloheximide protein synthesis inhibition counterscreen | max response, %; in the data active means max response mostly above about 13%, no sharp cut-off; inactive means mostly below about 14%; further: read at 38.3 µM for the half of the compounds with a filed dose; 0% is about no effect
Pf growth 48h = inhibits P. falciparum growth in the first generation, 48 h; P. falciparum luciferase growth in erythrocytes, 48 h; Potency, µM (doses to about 28.7 µM), inactives show top-dose activity change, negative = inhibition, usual class: inhibitors; 5.9% of 310,000 active; further: potency means the concentration at half of the fitted maximal effect; on the % scale 0 is the no-effect control and ±100 the full control effect
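First compound was added to culture medium, then infected red cells at 0.1% parasitemia and 2% hematocrit (final). After incubation at 37 C under 5% CO2, luciferase detection reagent was dispensed and light output recorded.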
Pf growth 96h = P. falciparum growth inhibition at 96 hour, primary screen for plastid delayed-death inhibitors; Potency, µM (doses to about 28.7 µM), for the others: at the highest dose activity change, negative = inhibition, usual class: inhibitors; P. falciparum luciferase reporter growth, 96 h; 6.9% of 320,000 active; further: potency means the concentration at half of the fitted maximal effect; on the % scale 0 is the no-effect control and ±100 the full control effect
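Cell-based qHTS: luciferase-tagged P. falciparum in erythrocytes (2% hematocrit, 0.05% parasitemia final) incubated with compounds for 96 hours, 37 C, 5% CO2; luciferase detection reagent then added and luminescence measured.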
HCV inhibitor = inhibitors of hepatitis C virus infection. Huh7.5.1 HCVcc-Cre infection, luciferase reporter, 44 h. Potency, µM (top dose mostly 41.8 µM), without a hit: at the highest dose activity change, negative = inhibition, actives largely listed as inhibitors. 3.4% of 340,000 active; further: potency means the concentration at half of the fitted maximal effect; on the % scale 0 is the no-effect control and ±100 the full control effect
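After 44 h co-culture of compound, cells and HCVcc-Cre (~0.5 moi), substrate is added for 15 min at room temperature and luciferase measured over 15 sec. Cells were seeded at 1,000/well and pre-cultured 4 h.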
Shiga inhibitor = inhibitors of Shiga toxin in Vero cells. Vero cells, Shiga toxin protein synthesis inhibition reporter. inhibition, % at 38.7 µM. 9.2% of 290,000 active. AID 2315; in the data active means inhibition mostly above about 28%, no sharp cut-off; inactive means mostly below about 43%; further: 0% is about no effect
Active calls of the source: *; u = inconclusive; x = not tested or not shown; + = active, no number; & = joins results of further samples; [ ] = remark or other dose. Unless noted, the call rests on the fitted dose curve; in most records, active means well fitted curve in the direction sought with a large enough effect; inconclusive means small, poorly fitted or top-dose-only effect, or another doubt; inactive means no such curve, though single readings can be large; an effect the other way counts as inactive or inconclusive. Rows are unselected, and some 24% of all compounds hit somewhere here.

The line under a structure holds: FBPA Giardia inh | Cycloheximide cs | Pf growth 48h | Pf growth 96h | HCV inhibitor | Shiga inhibitor
CCOc1cc(-c2c(C#N)c(N)nc3c2CCCC3C)ccc1O (stereo unspecified)
    12% | -2 | -24% | 2.9µM* | u | -14
COc1cc(N)c(Cl)cc1C(=O)OCCN1CCCCC1
    3%&0% | -2 | x | x | x | -14
CCN1C(=O)/C(=c2\o/c(=C3\C=Cc4ccccc4N3CC)c(=O)n2CC)SC1=S
    -2% | -4 | 13% | 23% | 4% | 3
COc1cc(C2NC(=O)NC(c3ccccc3)=C2C(C)=O)ccc1OCC#N (stereo unspecified)
    -1% | -4 | 19% | 18%[5.75 µM] | -9% | 12
O=C1NC(=O)N(CCc2ccc(F)cc2)C(=O)/C1=C/c1ccco1
    -1% | 3 | 16% | -13% | 25% | 17
O=C1CCCc2c1nc(-c1cccc(Cl)c1)n2O
    -22% | 1 | 4% | x | 25% | -12
Cc1nc(C)n(CC(=O)N2CCCC(C(=O)c3ccc(C(F)(F)F)cc3)C2)n1 (stereo unspecified)
    3% | -3 | 21% | 422%[activator] | -3% | -6
CCOC(=O)c1nn(-c2cccc(C)c2)cc1C(=O)c1ccccc1
    -4% | 43* | u | x | u | 152*
CCN(Cc1cc(OC)c(OC)c(OC)c1)C(=S)Nc1cccc(SC)c1
    -1% | -2 | u | 10µM* | u | 10
CCOC(=O)C(NC(=O)c1cccc(Cl)c1)(OCc1ccccc1)C(F)(F)F (stereo unspecified)
    1% | 20* | u | u | -12% | +
COc1cc(OC)cc(C(=O)NC2CCSC2=O)c1 (stereo unspecified)
    2% | -3 | 17% | u | u | 2
CCCCOCCCNC(=O)c1cccc(OC)c1
    3% | 5 | -5% | 25% | 40%[activator] | 14
COc1ccc(S(=O)(=O)Nc2ccc3c(c2)n(C)c(=O)n3C)cc1F
    x | 1 | -18% | 27% | u | 6
COC(=O)c1cc(S(=O)(=O)NCc2ccc3c(c2)OCO3)c[nH]1
    3% | -2 | 7% | -29% | 1% | 4
O=C(NCCc1c[nH]c2ccccc12)C(=O)c1c[nH]c2ccccc12
    x | -6 | -7% | u | 6% | -2
Cc1ccc(NC(=O)CS(=O)(=O)c2cn(CC(=O)N3CCOCC3)c3ccccc23)cc1
    3% | -1 | 9% | 19% | 7% | 24
CCN(C(=O)CSc1nnc(-c2ccc(F)cc2)c2ccccc12)C1CCS(=O)(=O)C1 (stereo unspecified)
    1% | 7 | u | u | -6% | 15
Cc1ccc2c(c1)N(CCC(=O)N1CCC3(CC1)OCCO3)C(=O)C(C)O2 (stereo unspecified)
    -1% | -1 | 21% | -5% | 4% | -5
C=CCn1c(CNc2ccc(C)cc2)nnc1SCC(=O)N/N=C/c1ccc(O)cc1O
    u | 4 | u | u | -7% | -26
N/C(=N\OC(=O)CCCN1C(=O)c2ccccc2C1=O)c1ccccn1
    0% | 1 | -8% | 2%[5.75 µM] | 12% | -3
COc1ccc(C2=CC(c3cc(OC)c(OC)c(OC)c3)NC(=S)N2)cc1 (stereo unspecified)
    -3% | -5 | u | x | -23% | -17
COc1ccc(S(=O)(=O)N2CCCCC2)cc1NS(=O)(=O)c1cc(Cl)ccc1Cl
    -5% | 5 | -2% | -1% | 33%[activator] | 5
C/C(CC(c1ccccc1)c1c(O)c2ccccc2oc1=O)=N\NC(N)=S (stereo unspecified)
    u | -1 | u | 10µM* | 2% | 26
CCONC(=NC)c1nonc1N
    1% | -3 | -3% | 9% | 1% | 9
COc1ccc(C2C=C3CNS(=O)(=O)C3CC2OC(=O)c2ccc(Cl)cc2)cc1 (stereo unspecified)
    -12% | -2 | x | x | x | 1
COc1ccc(NC(=O)C(=O)NCCCO)cc1Cl
    2% | 24* | 67%[activator] | -10% | -22% | 62*
CC(C)(C)NC(=O)NC(=O)COC(=O)CCC1CCCC1
    -7% | -1 | 3% | -8% | 6% | -5
Cc1cccc(CN2CCC(CNC(=O)CSc3cc(=O)n(C)c4cc(Cl)ccc34)CC2)c1
    3% | -1 | -1% | 88%[activator] | u | 3
CC(C(=O)NC1CCCC1)N(Cc1ccco1)C(=O)c1snc(C(=O)NC2CCCC2)c1N (stereo unspecified)
    -5% | 4 | 13µM* | x | -18% | -8
COC(=O)C(N)Cc1ccc(Cl)cc1 (stereo unspecified)
    2% | x | -5% | 1% | 12% | x
Cc1ccc(S(=O)(=O)NCCC(=O)NCCOc2ccccc2)cc1
    x | x | u | -7% | 0% | x
CCCN(CCC)CCCNC(=O)c1cc2c(-c3ccc(OC)c(OC)c3)nn(C)c2s1
    4% | 1 | 2.1µM* | 1% | u | 2
CN(C)S(=O)(=O)c1ccc(Cl)c(C(=O)NNC(=O)Cn2ccc(C(F)(F)F)n2)c1
    x | x | u | 21% | 7% | x
Cc1cc(C)c2c(N)c(C(=O)N/N=C/c3cccnc3)sc2n1
    0% | 43* | 8% | -3% | -15% | 43
Cc1cc(-c2ccc(NC(=O)[C@@H]3CCCC[C@@H]3C(=O)O)c(C)c2)ccc1NC(=O)[C@@H]1CCCC[C@@H]1C(=O)O
    12% | 25 | 18% | 5% | -10% | 18
CSC1=NCCN1C(=O)c1cccc(C(F)(F)F)c1
    2% | -1 | 3% | 69%[activator] | 3% | -19
COc1ccc(-n2c(=O)cc(N3CCN(c4ccccc4)CC3)[nH]c2=O)cc1
    2% | 60* | 3% | u | 19% | -12
O=C(NC1=NCCS1)c1cccc(N2C(=O)c3ccccc3C2=O)c1
    8% | -2 | 23% | -2% | 12% | 16
O=C(OC1CCOC1=O)c1cc(-c2cccc(Br)c2)nc2ccccc12 (stereo unspecified)
    -6% | -5 | 6% | u | 8% | -1
CC(Oc1ccc(Cl)cc1Cl)C(=O)NCCN1CCOCC1 (stereo unspecified)
    3% | -4 | 9% | 14% | -23% | 4
CSC1=C(C#N)C(c2ccc3c(c2)OCO3)C2=C(CCCC2=O)N1 (stereo unspecified)
    2% | -5 | u | -15% | 8% | -6
CC(OC(=O)c1ccc(-n2cnnn2)cc1)C(=O)Nc1ccc(F)c(F)c1F (stereo unspecified)
    x | x | -12% | -10% | 5% | x
Cc1ccc(C(=O)Nn2cnnc2)cc1S(=O)(=O)N1CCOCC1
    1% | -2 | 76%[activator] | 30% | 0% | 3
CC1(C)CC(=O)C2=C(C1)NC(Nc1nc3ccccc3o1)=NC2c1ccccn1 (stereo unspecified)
    -7% | -1 | u | u | u | 18
O=C1CC2(CCN(C(=O)c3ccc([N+](=O)[O-])cc3)CC2)Oc2ccccc21
    x | x | 4% | 2% | u | x
COc1ccc(Cl)cc1NC(=S)NNC(=O)c1cccnc1
    13% | -1 | u | u | 2% | -8
O=C(O)c1cccc(NC(=O)c2ccc(COc3ccc(Cl)cc3)cc2)c1
    -2% | 0 | 80%[activator] | 12% | 7% | 13
CC(=O)c1cccc(NC(=O)CCCCCn2nnc3ccccc3c2=O)c1
    16% | 6 | 6.6µM* | 3.3µM* | -13% | 3
COc1ccc(C)cc1NS(=O)(=O)c1ccc(Br)s1
    -16% | -2 | -8% | x | -10% | -1
Nc1cccc2c1C(=O)N(C(=O)/C=C/c1ccc(F)cc1)C2=O
    -5% | 37* | 54%[activator] | 43%[activator] | -29% | 76*

Looked up by structure from above:
The line under a structure holds: FBPA Giardia inh | Cycloheximide cs | Pf growth 48h | Pf growth 96h | HCV inhibitor | Shiga inhibitor
COc1ccc(C)cc1NS(=O)(=O)c1ccc(Br)s1
    -16% | -2 | -8% | x | -10% | -1
Cc1ccc(C(=O)Nn2cnnc2)cc1S(=O)(=O)N1CCOCC1
    1% | -2 | 76%[activator] | 30% | 0% | 3
Nc1cccc2c1C(=O)N(C(=O)/C=C/c1ccc(F)cc1)C2=O
    -5% | 37* | 54%[activator] | 43%[activator] | -29% | 76*

(listing goes on)
The line under a structure holds: FBPA Giardia inh | Cycloheximide cs | Pf growth 48h | Pf growth 96h | HCV inhibitor | Shiga inhibitor
Cc1ccc(C(=O)NCC(=O)OCC(=O)c2ccc3c(c2)NC(=O)CO3)cc1C
    9% | -3 | u | 16% | -7% | -21
COc1ccc(NC(=O)C2=CC(c3ccc(OC)c(OC)c3)=NS(=O)(=O)N2C)cc1
    -16% | -6 | 15µM* | 4% | 8.9µM* | 8
COc1cc2c(cc1OC)C(C)N(S(=O)(=O)c1cn(C)cn1)CC2 (stereo unspecified)
    3% | -1 | 39%[activator] | 8% | 4% | -7
COc1ccc2oc(C(=O)NCc3ccccc3CN3CCCC3)c(C)c2c1
    x | x | 12µM* | u | u | x
CCOC(=O)c1cccc(NC(=O)CCc2nnc3ccc(N4CCN(C)CC4)nn23)c1
    13% | -1 | u | -1% | -18% | -3
S=C1NC[C@H](Cc2ccccc2)N1CCCCC1CCCCC1
    -4% | 11* | u | u | -22% | 42*
Oc1oc(-c2ccc(Br)cc2)nc1/C=N/c1ccccn1
    -4% | 54* | 90%[activator] | 52%[activator] | 5% | 120*
CCOc1ccc(Nc2nc3c(c(=O)[nH]2)CCCC3)cc1
    0% | 7 | 2.3µM* | 235%[activator] | -18% | 0
Nc1nonc1-n1nnc(C(=O)N/N=C/c2ccc(OCc3ccccc3F)cc2)c1CNc1ccccc1
    8% | 17* | 1% | -23% | -18% | 18
Cc1ccnc(NC(=O)Nc2ccc(F)cc2)c1
    -3% | 35* | 195%[activator] | 39%[activator] | 13% | 69*
CC(C)c1ccc(S(=O)(=O)N2CCN(C(=O)C3CCCCC3)CC2)cc1
    2% | -3 | u | u | 1% | -5
COc1cc(C2c3sc(=O)[nH]c3SC3C(=O)N(c4ccc(C)cc4)C(=O)C32)ccc1O (stereo unspecified)
    -11% | -1 | 45%[activator] | -4% | 19% | -8
O=C(NCC1CCCO1)C1CC(=O)N(C2CCCC2)C1 (stereo unspecified)
    2% | -5 | x | 12% | 10% | -4
Cc1c(Cl)cccc1NC(=O)CSc1ncnc2c1cnn2CCc1ccccc1
    -1% | -3 | x | -16% | 2% | -14
CC1(C)CC(=O)C(C=NCCN2CCN(C(=O)c3ccc(Br)cc3)CC2)=C(O)C1
    1% | -2 | -25% | -16% | 14% | 20
O=C(CCSCc1cccc(Cl)c1)NCCc1ccccc1
    5% | 8 | 26% | u | 5% | -2
CC(=O)c1cc2c(cc1N/C(=N/S(=O)(=O)c1ccc(Br)cc1)c1ccccc1)OCO2
    -1% | -1 | 18% | 401%[activator] | u | -11
Cc1csc2ncc(C(=O)NCc3ccco3)c(=O)n12
    -1% | -1 | -5% | 46%[activator] | -4% | -3
CCOC(=O)c1ccc(NC(=O)c2ccc(NC(=O)c3ccccc3)cc2)cc1
    1% | -4 | x | 29% | 1% | -13
O=C(NC1CC2CCCC(C1)N2C(=O)Nc1ccccc1)c1ccccc1 (stereo unspecified)
    3% | -3 | u | u | 10% | -4
CCN1C(=O)c2cccc3c(S(=O)(=O)Nc4ccc(O)c(C(=O)O)c4)ccc1c23
    x | -5 | u | 160%[activator] | -6% | -19
CC(=O)Nc1ccc(S(=O)(=O)Nc2nc3c(s2)CCCC3)cc1
    17% | 18* | 22% | 5% | -10% | 58*
CC(=O)N1CCC(C(=O)Nc2ccccc2)(N(Cc2ccccc2)C(=O)c2cccnc2)CC1
    -5% | 8 | u | u | 9% | 7
O=C(CSc1nnc(CNC(=O)c2ccco2)o1)Nc1ccc(Cl)cc1
    6% | -4 | 21% | 10µM* | 22% | -6
C=CCOn1c(=O)c(-c2ccc(C)cc2)[n+]([O-])c2ccccc21
    6% | -6 | 19% | 25% | -6% | -3
NC1=NC(c2cn(-c3ccccc3)nc2-c2cccs2)n2c(nc3ccccc32)N1 (stereo unspecified)
    3% | 8 | u | u | 19%&6% | 17
Cc1ccc(N2CC(C(N)=O)CC2=O)cc1 (stereo unspecified)
    6% | -2 | -3% | -7%[5.75 µM] | 10% | -10

Screens deposited in PubChem BioAssay by National Center for Advancing Translational Sciences (NCATS).
